GPR35 arrestin U2OS = inhibition of zaprinast-stimulated GPR35 beta-arrestin translocation – imaging, U2OS, beta-arrestin-GFP, zaprinast agonist, primary screen (AID 2058); U2OS GPR35 beta-arrestin-GFP translocation imaging, zaprinast antagonism; higher % means a stronger effect; inhibition, % at 10 µM, or IC50 in µM where a hit was titrated; hit rate 0.052% among 290,000;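 active means inhibition of at least 50% with at least 30 cells and total cytoplasm GFP at most 10,000,000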
NTR1 ag = NTR1-driven beta-arrestin-GFP spot formation – imaging, U2OS cells, high content, primary screen (AID 493036); P30989; agonist mode; activation, % at 20 µM; hit rate 0.17% among 330,000;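 active means activation at or above 40% of the spot to cytoplasm intensity ratio, with at least 20 cells analyzed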;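 further: 0% = DMSO without peptide and 100% = 100 nM NTR1 peptide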
Target sequence (P30989 whole entry, looked up): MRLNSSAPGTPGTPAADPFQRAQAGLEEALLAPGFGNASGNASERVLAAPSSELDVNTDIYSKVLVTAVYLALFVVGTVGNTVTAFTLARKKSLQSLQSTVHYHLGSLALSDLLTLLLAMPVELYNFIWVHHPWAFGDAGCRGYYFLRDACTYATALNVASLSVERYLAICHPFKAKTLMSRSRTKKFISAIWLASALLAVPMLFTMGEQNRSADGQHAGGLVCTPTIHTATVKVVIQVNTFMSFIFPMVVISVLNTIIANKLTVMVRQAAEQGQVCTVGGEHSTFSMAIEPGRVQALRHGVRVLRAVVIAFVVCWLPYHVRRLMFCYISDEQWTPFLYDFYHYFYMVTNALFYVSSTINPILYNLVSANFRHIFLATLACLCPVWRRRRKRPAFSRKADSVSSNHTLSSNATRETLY
T cell HTS = modulates CD8 T cell binding to vesicles; hit rate 0.068% among 330,000; calls only at 7 µM; 2C CD8+ T cell-vesicle binding, flow cytometry; hits give low values; AID 2052;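 active means response, share of CD8 T cells binding vesicles, and their 90th percentile fluorescence all below set limits, cut at about 80% in these data, passing the limit was not always enough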
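Assay system: 2C TCR transgenic mouse naive CD8+ T cells, MACS-purified | Read-out: CD8+ gate FL2 mean fluorescence as % of same-row positive control | Signal: High-throughput flow cytometry with anti-B7-1 and anti-CD8 staining | Timing: Binding step 1.5 h, 37 °C, antibody labelling 20 min, ice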
GPR55 activation = selective activators of receptor GPR55 – imaging, U2OS cells, beta-arrestin-GFP redistribution, primary screen (AID 1961). hit rate 0.048% among 290,000. activation, % at 10 µM, or EC50 in µM where a hit was titrated. U2OS GPR55 beta-arrestin-GFP redistribution imaging; higher % means a stronger effect;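 active means activation above 40% with more than 50 cells counted in the well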;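 further: U2OS osteosarcoma cells stably expressing GPR55 and beta-arrestin-GFP; plate controls were DMSO negative control for no effect and LPI positive control for full effect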
GPR55 antagonists = inhibition of LPI-stimulated GPR55 beta-arrestin translocation – imaging, U2OS, beta-arrestin-GFP, LPI agonist, primary screen (AID 2013). inhibition, % at 10 µM; hits with a dose series show IC50 in µM. hit rate 0.13% among 290,000. U2OS GPR55 beta-arrestin-GFP translocation imaging, LPI antagonism; higher % means a stronger effect;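 active means spots per cell inhibited over 60%, with over 100 cells counted and total cytoplasm intensity under 500,000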;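 further: U2OS cells stably carrying GPR55 and arrestin-GFP stimulated by 5 µM LPI near EC80; imaged beta-arrestin-GFP aggregate spots per cell after agonist stimulation; plate controls were LPI-stimulated DMSO wells for no effect and DMSO wells without LPI for full effect; some results filed as inactive read as strong as hits; confirmed hits need IC50 under 10 µM and bright autofluorescent wells are also inconclusive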
KOR beta-arrestin-1 = KOR antagonists, beta-arrestin recruitment, cell-based, luminescence, uHTS (AID 1778). KOR beta-arrestin recruitment, luminescence, antagonist mode; higher % means a stronger effect. inhibition, % at 10 µM, or IC50 in µM where a hit was titrated. hit rate 0.091% among 290,000; in the data active means inhibition above about 50%; further: strong numbers were not always called active
Salmonella PhoP GFP = PhoP-dependent GFP reporter repression – Salmonella Typhimurium, primary screen (AID 1863). S. Typhimurium PhoP-regulated promoter GFP reporter, 4 h; higher % means a stronger effect. hit rate 0.16% among 300,000. inhibition, % at 50 µM; hits with a dose series show IC50 in µM;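 active means inhibition over 29.93%, a cutoff 3 SD above the screen mean, later confirmed by dose response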;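 further: 0% = low Mg2+ inducing control and 100% = high Mg2+ repressing control; strong numbers were not always called active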
West Nile virus CPE = West Nile virus antiviral activity, cell-based, CPE readout (AID 1621). West Nile virus-infected cells, CPE inhibition; higher % means a stronger effect. CPE inhibition, % at 10 µM, or IC50 in µM where a hit was titrated. hit rate 0.02% among 290,000; in the data active means a potency from the dose series; further: strong numbers were not always called active
KOR beta-arrestin-2 = KOR agonists, beta-arrestin recruitment, primary screen, cell-based, luminescence, uHTS (AID 1777) | KOR beta-arrestin recruitment, luminescence; higher % means a stronger effect | one-dose activation, % at 10 µM; EC50 in µM for titrated hits | hit rate 0.02% among 280,000; in the data active means activation above about 50%, passing the limit was not always enough; further: a part of the inactive calls stands beside numbers as strong as those of hits
T cell HTS vesicle-bound % = further read-out of T cell HTS, marked with its call; double positive events, %; measured here: CD8+ vesicle-bound cell fraction;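 binding gate set so that unloaded-vesicle control wells show 10% double positive cells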
NTR1 ag cell count 20 µM = recorded beside NTR1 ag, whose call it bears; cell count; measured here: cell count, cytotoxicity flag
Numbers without * were called inactive; i = inactive; . = no result given; [ ] = another dose, or the depositor's remark.

SMILES	GPR35 arrestin U2OS	NTR1 ag	NTR1 ag cell count 20 µM	T cell HTS	T cell HTS vesicle-bound %	GPR55 activation	GPR55 antagonists	KOR beta-arrestin-1	Salmonella PhoP GFP	West Nile virus CPE	KOR beta-arrestin-2
O=C(CSc1nc(-c2ccc(F)cc2)cs1)N1CCOCC1	8%	0.4	50	i	17	-0.1%	-2%	-29%	13%	-0.7%	6.6%
CS(=O)(=O)c1ccc(-n2nnc3ccccc32)c([N+](=O)[O-])c1	-3%	0.3	59	i	24	-0.1%	7%	-15%	1%	-0.4%	-0.9%
O=C(Nc1ccccc1N1CCOCC1)c1ccccc1NS(=O)(=O)c1ccc(F)cc1	-11%	1.1	94	i	12	-0.1%	11%	16%	-9%	.	-1.8%
O=S(=O)(NCc1ccccc1F)c1cccc(S(=O)(=O)N2CCOCC2)c1	10%	-0.4	38	i	49	0.3%	2%	20%[20 µM]	-4%	-0.5%	.
CC(=O)Nc1ccc(C(=O)NCC(=O)OCc2c(F)cccc2Cl)cc1	-11%	0.3	43	i	54	0.1%	12%	-12%	-10%	0.4%	-2.9%
Cc1cc(CNC(=O)COc2ccc(F)cc2F)c2ccccc2n1	-1%	0.5	57	i	48	-0.3%	5%	9%	-3%	-0.8%	-2.0%
c1ccc2c(OCCCCN3CCOCC3)cccc2c1	1%	-0.2	73	i	36	-0.3%	4%	-59%[20 µM]	5%	-0.8%	-0.5%
CC(C)(C)OC(=O)N[C@@H](Cc1ccccc1)C(=O)N1CCC(C(=O)NCC(=O)O)CC1	-4%	-0.1	95	i	16	-0.1%	0%	15%	-1%	-0.5%	-6.4%
Cc1cc(=O)[nH]c2c(C)cc(S(=O)(=O)N3CCOCC3)cc12	-8%	-0.9	43	i	35	0.2%	20%	20%	-7%	0.1%	0.4%
Nc1c(S(=O)(=O)c2cccs2)c2nc3ccccc3nc2n1CC1CCCO1 (centres undefined)	4%	3.6	43	i	14	0.4%	-9%	0%	25%	1.6%	1.9%
CCOc1ccc(CCNC(=O)Cc2ccc(NC(=O)C3=C(C)OCCS3)cc2)cc1	-4%	-0.8	62	i	10	-0.1%	12%	3%	-4%	-0.2%	-0.9%
CNc1ccccc1-c1nc2ccccc2n(C)c1=O	-7%	-5.8	88	i	36	0.2%	5%	-2%	-4%	-0.3%	-3.0%
COc1ccc(NC(=O)C2CCC(CNc3c(N4CCCCC4)c(=O)c3=O)CC2)c(OC)c1 (centres undefined)	10%	1.3	63	i	28	0.3%	-9%	1%	.	-0.3%	5.8%
Cn1c(SCc2n[nH]c(=S)o2)nnc1-c1ccccc1	5%	0.7	44	i	45	-0.1%	13%	-13%	-1%	0.2%	-1.4%
CC(=O)Cc1nsc(Nc2cccc(C)c2)n1	-4%	3.0	47	i	1	-0.8%	7%	-22%	4%	-1.0%	-1.1%
Cc1ccc(N2NC(=O)/C(=C/C=C/c3ccco3)C2=O)cc1C	6%	0.4	60	i	35	0.8%	-8%	-6%	-7%	1.8%	-6.0%
Cc1ccc(S(=O)(=O)CCSc2nccn2C)cc1	-1%	-0.7	47	i	29	0.2%	1%	-2%	-6%	-0.4%	4.3%
COc1ccc(C(CCN2CCCC2)c2c(OC)cc(OC)c3c(-c4ccccc4)cc(=O)oc23)cc1 (centres undefined)	-1%	6.9	100	i	42	0.3%	1%	-5%	3%	-1.0%	-0.3%
O=C(O)/C=C/c1cn(Cc2ccccc2)nc1-c1cccnc1	10%	1.2	72	i	56	-0.1%	11%	16%	.	0.3%	2.0%
COc1cc(CNC2CCCCCCC2)cc(Br)c1OCC#N	-13%	0.6	54	i	41	-0.1%	16%	30%	-7%	-1.5%	4.1%
Cc1cc(C(F)(F)F)cc(NNC(=O)NC(=O)c2ccccc2Cl)n1	4%	0.2	57	i	32	0.0%	-2%	7%	-5%	-0.5%	-1.3%
Cc1nc(SCc2ccc([N+](=O)[O-])cc2)nc2ccccc12	3%	6.0	55	i	4	-0.2%	5%	-8%	6%	-0.6%	1.9%
O=[N+]([O-])c1cccc(-c2nnc(CNC3CC3)o2)c1	-3%	0.0	48	i	55	-0.3%	-9%	-21%	-2%	0.2%	4.0%
C=C1CCN([C@@H](CC(C)C)C(=O)NN2CCOCC2)S(=O)(=O)c2ccccc21	.	-1.5	85	i	18	.	.	.	-5%	-0.1%	.
Cc1cc(NC(=O)CCC(=O)N(c2ccc(F)cc2)C(C(=O)NC2CCCC2)c2cccnc2)no1 (centres undefined)	-7%	0.7	44	i	28	0.5%	0%	29%	0%	0.1%	-1.3%
OC(COc1ccc(OCc2ccccc2)cc1)CN1CCOCC1 (centres undefined)	-3%	0.2	50	i	4	-0.1%	-15%	4%	-10%	-0.7%	1.5%
COc1ccc(N2C(=O)[C@@H]3[C@H](C2=O)[C@H]2C=CC=NN2[C@@H]3C(=O)Nc2ccc(Cl)cc2)cc1	15%	0.8	72	i	55	0.0%	-19%	12%	-3%	0.6%	1.2%
Cc1oc2nc(SCCCC(=O)NCCO)nc(N)c2c1C	-2%	0.0	34	i	58	0.1%	-3%	0%	9%	0.1%	16%
O=C1C2CCCCN2C(=O)N1CCCCN1CCN(c2ccc(F)cc2)CC1 (centres undefined)	-8%	-1.6	52	i	53	-0.3%	6%	-17%[20 µM]	-3%	-0.3%	0.6%
COCCCNC(=S)NNC(=O)c1cc(C2CC2)nc2ccccc12	14%	0.7	51	i	69	0.2%	-10%	7%	10%	0.2%	0.6%
Cc1ccc(NCCC(=O)c2cccs2)cc1Cl	0%	1.4	79	i	53	-0.3%	3%	-7%	20%	-0.2%	-5.7%
O=[N+]([O-])c1ccccc1CN1CCN(S(=O)(=O)Cc2ccccc2)CC1	2%	0.6	67	i	24	-0.2%	3%	-16%	4%	-0.6%	11%
O=C(NNC(=S)Nc1ccccc1C(F)(F)F)C1CC1	-5%	-0.8	42	i	6	-0.1%	-6%	17%	-1%	0.0%	-1.2%
Clc1cccc(-c2nnc(-c3ccno3)o2)c1	-3%	-0.5	56	i	18	0.0%	3%	0%	1%	0.4%	-0.8%
CCOc1cc(/C=C2/NC(=O)N(CC(=O)Nc3cccc(C)c3)C2=O)ccc1OCC(N)=O	2%	0.9	27	i	41	-0.1%	5%	-6%[20 µM]	-12%	-0.1%	-5.6%
Cc1[nH]c2ccccc2c1C(=O)C(=O)N1CCCc2ccccc21	16%	0.4	72	i	36	1.5%	0%	-58%	6%	-0.7%	-3.7%
Cc1ccccc1NC(=O)N1CCC(NC(=O)C2CCCCC2)CC1	1%	7.1	48	i	17	0.3%	-12%	-16%	1%	-0.3%	-3.7%
CC(NC(=O)c1cc([N+](=O)[O-])cc([N+](=O)[O-])c1)C1CC2CCC1C2 (centres undefined)	5%	4.8	52	i	43	0.2%	4%	-8%	1%	-0.8%	2.7%
O=C(CN1C(=O)NC2(CCCCCC2)C1=O)c1ccccc1	9%	1.6	46	i	10	-0.1%	8%	3%	1%	0.1%	-1.6%
Cc1ccc(S(=O)(=O)Nc2cc(=O)[nH]c(SCc3ccc(Cl)cc3)n2)cc1	7%	.	.	i	46	-0.6%	7%	12%	8%	1.3%	8.2%
Cc1ccc(C(=O)O)cc1-n1c(=O)n(Cc2ccccc2)c(=O)c2[nH]cnc21	5%	1.1	81	i	49	-0.1%	1%	-9%	-7%	-0.1%	-4.0%
CCOc1ccccc1/C=C/c1onc(C)c1S(=O)(=O)N1CCC(C(=O)NC(C)(C)C)CC1	-8%	2.3	58	i	0	-0.2%	4%	-17%	-2%	-1.3%	0.0%
O=C1CC(N2CCN(c3ccccc3O)CC2)C(=O)N1Cc1ccccc1 (centres undefined)	-8%	-1.3	42	i	27	-0.5%	-2%	-39%	-1%	-0.3%	6.8%
CCN(C(C)=O)c1ccc(Oc2nc(OC)cc(OC)n2)cc1	-7%	-0.4	86	i	54	1.1%	2%	-38%	0%	-1.3%	0.0%
CCCn1c(SCC(=O)Nc2ccccc2C(=O)OC)nc2c1c(=O)n(C)c(=O)n2C	-12%	3.2	82	i	24	-0.1%	17%	22%	-2%	-0.7%	-0.7%
CCc1ccc2[nH]c(=O)c(C(c3nnnn3CCOC)N3CCN(c4ccccc4F)CC3)cc2c1 (centres undefined)	-7%	0.0	51	i	47	-0.2%	1%	16%	-2%	0.5%	.
O=C(NC1CCCCCC1)c1c(O)c2ccccc2[nH]c1=O	15%	-0.4	33	i	43	0.8%	12%	4%	7%	0.0%	2.6%
O=C(Oc1cccnc1)c1cc(S(=O)(=O)N2CCCCC2)ccc1Cl	-7%	5.5	53	i	26	0.3%	-1%	-37%	1%	0.4%	-0.4%
CC(C)c1cccc(OCCCCN(C)C)c1	0%	1.0	58	i	54	-0.4%	5%	-48%	-2%	-0.9%	1.0%

Screening results as filed in PubChem BioAssay.
